G9a inh: blocks human histone lysine methyltransferase G9a. Potency, µM (highest dose often 102 µM), inactives show top-dose activity, negative = inhibition, usual class: inhibitors. AID 504332. actives 8.8% (n = 350,000). Q96KQ7. G9a H3K9 monomethylation, AlphaScreen, 2 h; note: potency is the fitted concentration of half-maximal effect; % is set by controls: 0 for no effect and ±100 for the full control effect; nearly all actives have a fitted effect of over 75% in size
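Using a bead-based AlphaScreen, monomethylated H3K9 product from 2 h room-temperature reactions (G9a 20 nM, peptide 500 nM, SAM 20 uM) was detected with 0.5 ug/mL rabbit anti-H3K9me1 antibody.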
BAZ2B inh: inhibitors of human BAZ2B bromodomain; Q9UIF8; AlphaScreen BAZ2B-H3K14Ac peptide displacement; Potency, µM (series often up to 114 µM), without a hit: at the top dose activity change, negative = inhibition, usual class: inhibitors; actives 4.4% (n = 360,000); note: potency is the fitted concentration of half-maximal effect; % is set by controls: 0 for no effect and ±100 for the full control effect; nearly all actives have a fitted effect of over 60% in size
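AlphaScreen displacement: compounds (up to 110uM) incubated 30 min at room temperature with a preformed 50 nM BAZ2B/50 nM biotinylated H3K14Ac peptide complex in PBS pH 7.4 with Tween-20. Donor and acceptor beads at 10 ug/mL final added, 20 min light-protected before reading.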
GLS inhibitor: glutaminase GLS (human) inhibition; actives 0.21% (n = 410,000); GLS enzymatic activity, qHTS titration; Potency, µM (top dose mostly 45.5 µM), inactives show at the top dose activity change, negative = inhibition, hits mostly inhibitors; note: potency is the fitted concentration of half-maximal effect; % is set by controls: 0 for no effect and ±100 for the full control effect
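Two-point fluorescence kinetic (t0, 30 min RT) for hKGA; glutamate detected via glutamate oxidase–HRP–Amplex Red. Substrate: 1 mM L-glutamine solution; buffer 45 mM KH2PO4, pH 8.2.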
RGS4 inhibitor: blocks human RGS4-accelerated GTP hydrolysis; P49798; Transcreener GDP fluorescence polarization, RGS4-accelerated GTP hydrolysis; Potency, µM (highest dose often 114 µM), without a hit: at the top dose activity change, negative = inhibition, hits mostly inhibitors; actives 0.039% (n = 390,000); note: potency is the fitted concentration of half-maximal effect; % is set by controls: 0 for no effect and ±100 for the full control effect; nearly all actives have a fitted effect of over 75% in size; some results filed as inactive show a strong effect at the top dose
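MLSMR compounds (23 nl, pin-transferred) preincubated 10 min at room temperature with a 500nM (2x) first reagent, then RGS4 at 900nM (2x) plus Transcreener GDP mix added; fluorescence polarization (620/688 nm) read before and after 90 min at 30 °C.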
PI4K2A inh: PI4K2A (human) kinase inhibition; actives 0.13% (n = 420,000); activity change, negative = inhibition, % at 76.9 µM; purified PI4K2A, ADP-Glo luminescence, 1 h; hits give low values; Q9BTU6; in the data active = activity change below about -50%; inconclusive = mostly about -30% to -49%;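 note: -100% = wells without enzyme as full effect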
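Compounds are screened against recombinant PI4K2A using PI as substrate and ATP, the latter dispensed at 300 microM. Reactions run one hour at ambient temperature before ADP-Glo detection; full inhibition defined by wells lacking enzyme.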
ERG-DNA inh: ERG Ets/DNA interaction inhibition | actives 0.028% (n = 370,000) | Potency, µM (doses to about 76.9 µM), without a hit: at the top dose FP activity, negative = inhibition, hits mostly inhibitors | P11308 | fluorescence polarization, His-ERG Ets domain / labelled DNA; active = well fitted inhibition curve with a large enough effect in the polarisation, with a control signal flat; inconclusive = small, poorly fitted or top-dose-only effect, or effect the other way, or a change in a side signal; inactive = no such curve, though single readings can be large or run the other way; the % refers to the polarisation;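 note: polarization taken with two DNA probes labelled with fluorescein and Texas red; potency is the fitted concentration of half-maximal effect; % of control where 0% means no effect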
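His-tagged ERG Ets domain (1 uM in the protein solution; 300mM KCl, 50mM Tris-HCl, 1mM EDTA, 1mM DTT, pH 7.5) received compound, then a probe mix of 5 nM fluorescein-DNA and 100nM Texas-615-DNA. Fluorescence polarization was read for both dyes.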
ALOX12 inh: inhibitors of human 12S-lipoxygenase ALOX12; P18054; purified 12hLO, xylenol orange hydroperoxide absorbance; Potency, µM (highest dose often 108 µM), for the others: at the highest dose activity change, negative = inhibition, usual class: inhibitors; actives 1.1% (n = 580,000); AID 1671190; note: potency is the fitted concentration of half-maximal effect; % is set by controls: 0 for no effect and ±100 for the full control effect
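Hydroperoxide product was detected by ferrous iron/xylenol orange as the 573 to 405 nm absorbance ratio. Arachidonic acid at 40 uM (final) was turned over for 30 min at room temperature by 150 nM human 12hLO, pH 7.0 Hepes buffer, after 15 min compound preincubation.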
JMJD2A Tudor inh: inhibitors of human JMJD2A Tudor domain; Potency, µM (highest dose often 114 µM), for inactives: top-dose activity change, negative = inhibition, usual class: inhibitors; O75164; AlphaScreen JMJD2A-Tudor / H3K4me3 peptide binding; actives 4.4% (n = 390,000); note: potency is the fitted concentration of half-maximal effect; % is set by controls: 0 for no effect and ±100 for the full control effect; nearly all actives have a fitted effect of over 50% in size
Target sequence (O75164 whole entry, looked up, the tested form may be a part): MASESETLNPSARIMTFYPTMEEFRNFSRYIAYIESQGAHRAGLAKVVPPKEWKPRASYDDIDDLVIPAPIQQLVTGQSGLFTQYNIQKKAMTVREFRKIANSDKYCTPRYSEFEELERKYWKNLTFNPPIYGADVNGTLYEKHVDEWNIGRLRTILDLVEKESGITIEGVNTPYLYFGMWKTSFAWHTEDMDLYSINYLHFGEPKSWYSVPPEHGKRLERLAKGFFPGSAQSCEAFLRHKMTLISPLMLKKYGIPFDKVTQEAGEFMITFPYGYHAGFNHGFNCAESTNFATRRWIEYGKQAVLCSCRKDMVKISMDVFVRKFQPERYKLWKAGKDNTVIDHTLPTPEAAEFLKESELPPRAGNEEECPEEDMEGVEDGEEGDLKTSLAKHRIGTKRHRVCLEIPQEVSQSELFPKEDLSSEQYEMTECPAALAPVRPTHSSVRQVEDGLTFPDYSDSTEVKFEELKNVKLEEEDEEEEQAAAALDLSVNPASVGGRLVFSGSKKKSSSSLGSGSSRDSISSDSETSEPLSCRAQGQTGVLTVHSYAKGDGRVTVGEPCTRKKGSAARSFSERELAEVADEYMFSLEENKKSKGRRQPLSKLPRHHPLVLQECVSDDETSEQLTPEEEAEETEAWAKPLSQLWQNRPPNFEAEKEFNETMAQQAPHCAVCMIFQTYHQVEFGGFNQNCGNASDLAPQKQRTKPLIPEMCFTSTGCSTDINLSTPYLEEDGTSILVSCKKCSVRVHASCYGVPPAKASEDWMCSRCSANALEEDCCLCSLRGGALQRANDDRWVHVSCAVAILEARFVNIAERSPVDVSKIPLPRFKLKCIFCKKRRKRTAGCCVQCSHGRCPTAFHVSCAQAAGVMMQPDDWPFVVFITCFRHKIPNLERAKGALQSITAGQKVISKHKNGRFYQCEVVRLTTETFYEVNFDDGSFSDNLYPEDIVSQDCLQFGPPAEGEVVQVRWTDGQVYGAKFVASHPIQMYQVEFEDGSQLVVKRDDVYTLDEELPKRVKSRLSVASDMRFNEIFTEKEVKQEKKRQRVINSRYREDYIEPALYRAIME
HP1b binding inh: HP1-beta chromodomain-methylated histone interaction inhibition; P83916; actives 0.56% (n = 390,000); Potency, µM (series often up to 114 µM), without a hit: at the highest dose activity change, negative = inhibition, most hits filed as inhibitors; AlphaScreen HP1-beta / biotin-H3K9me3 peptide binding; AID 540317; note: potency is the fitted concentration of half-maximal effect; nearly all actives have a fitted effect of over 70% in size; inactives centre near 23
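HP1-beta protein (50 nM final) preincubated 30 min at room temperature with biotinylated H3(1-18)K9me3 peptide (50 nM) in PBS pH 7.4, 0.01% Tween-20, then compound added for 30 min. AlphaScreen streptavidin donor/nickel chelate acceptor beads (10 ug/mL final), 30 min dark, luminescence read.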
* hit, by the source's call; ? = inconclusive; · = no result given; [ ] = remark or other dose. Unless noted, calls come from the whole dose curve; as a rule, active = well fitted curve in the direction sought with a large enough effect; inconclusive = small, poorly fitted or top-dose-only effect, or another doubt; inactive = no such curve, though single readings can be large; an effect the other way counts as inactive or inconclusive.

item	canonical_smiles	G9a inh	BAZ2B inh	GLS inhibitor	RGS4 inhibitor	PI4K2A inh
1	CCN(c1ccc(OC)cc1)S(=O)(=O)c1csc(C(N)=O)c1	24%	-12%	-10%	-14%	3
2	COCc1ccc(CN2CCCC(C(=O)Nc3ccc(-c4cscn4)cc3)C2)o1 (configuration not stated)	4%[59 µM]	-6%	10%	25%	0
3	COc1ccc(/C=C/C(=O)O)cc1S(=O)(=O)N1CCC(Cc2ccccc2)CC1	·	-31%	7%	4%[11.4 µM]	-25
4	COc1ccc(Cc2nnc(N)s2)cc1OC	7.9µM*	-1%	-1%	-35%	-5
5	CCN1CCN(S(=O)(=O)c2ccc3c4c(cccc24)C(=O)N3CC)CC1	·	·	0%	-5%	-4
6	Cc1cccc(C(=O)NC(=S)NNC(=O)COc2c(C)cccc2C)c1	7.9µM*	-12%	18%	-18%	-1
7	CCOC(=O)c1sc(NC(=O)CN2C(=O)NC3(CCCCCCC3)C2=O)c(C(=O)OCC)c1C	28%[59 µM]	1%	2%	7%	4
8	C=CCc1cccc(CNc2nc3ccccc3n2C(C)C)c1O	12%	9%	6%	21%	8
9	Cc1cc(NC(=O)C(=O)NCCN2CCN(C(=O)c3cccs3)CC2)ccc1Br	22%[59 µM]	-4%	-1%	-21%	0
10	Cc1cccc(-c2nc(CCNC(=O)Cc3ccc(F)cc3)cs2)c1	21%[59 µM]	4%	8%	9%	1
11	O=S(=O)(c1ccc(Cl)cc1)N(Cc1ccccn1)Cc1ccccn1	23%	-9%	0%	9%	-2
12	Cc1ccc2c(c1)N(CC(=O)Nc1ccc3c(c1)OCCO3)C(=O)CO2	9%[59 µM]	6%	-6%	-10%	3
13	C=CCNC(=S)N/N=C/c1ccc(N(CC)Cc2ccccc2)cc1	11%[59 µM]	-39%	17%	14%	-3
14	COc1ccc(OCCCc2c(C)n[nH]c2C)cc1	?	?	12%	21%	-4
15	CCOc1ccc(NS(=O)(=O)c2ccc3[nH]c4c(c3c2)CCCC4)cc1	?	?	54%[activator]	-12%	-4

item	ERG-DNA inh	ALOX12 inh	JMJD2A Tudor inh	HP1b binding inh
1	-6%	-3%	3%	18%
2	2%	-7%	-16%	13%
3	-8%	-14%	-15%[11.4 µM]	18%
4	1%	?	-16%	-20%
5	-6%	?	8%	42%[activator]
6	-12%	25µM*	?	-20%
7	-4%	-13%	-12%	27%
8	1%	-27%	-20%	24%
9	1%	-2%	-9%	58%[activator]
10	3%	-4%	-8%	23%[57 µM]
11	5%	·	-14%	4%
12	2%	4%	3%	35%
13	2%	50µM*	-26%	-1%
14	-18%	2%	-27%	1%
15	-3%	?	?	?

8 entries from above, set out differently.
Results follow in this order: G9a inh | BAZ2B inh | GLS inhibitor | RGS4 inhibitor | PI4K2A inh | ERG-DNA inh | ALOX12 inh | JMJD2A Tudor inh | HP1b binding inh
1) CCN(c1ccc(OC)cc1)S(=O)(=O)c1csc(C(N)=O)c1
 : 24% | -12% | -10% | -14% | 3 | -6% | -3% | 3% | 18%
2) COCc1ccc(CN2CCCC(C(=O)Nc3ccc(-c4cscn4)cc3)C2)o1 (configuration not stated)
 : 4%[59 µM] | -6% | 10% | 25% | 0 | 2% | -7% | -16% | 13%
3) COc1ccc(/C=C/C(=O)O)cc1S(=O)(=O)N1CCC(Cc2ccccc2)CC1
 : · | -31% | 7% | 4%[11.4 µM] | -25 | -8% | -14% | -15%[11.4 µM] | 18%
4) COc1ccc(Cc2nnc(N)s2)cc1OC
 : 7.9µM* | -1% | -1% | -35% | -5 | 1% | ? | -16% | -20%
5) CCN1CCN(S(=O)(=O)c2ccc3c4c(cccc24)C(=O)N3CC)CC1
 : · | · | 0% | -5% | -4 | -6% | ? | 8% | 42%[activator]
6) Cc1cccc(C(=O)NC(=S)NNC(=O)COc2c(C)cccc2C)c1
 : 7.9µM* | -12% | 18% | -18% | -1 | -12% | 25µM* | ? | -20%
7) CCOC(=O)c1sc(NC(=O)CN2C(=O)NC3(CCCCCCC3)C2=O)c(C(=O)OCC)c1C
 : 28%[59 µM] | 1% | 2% | 7% | 4 | -4% | -13% | -12% | 27%
8) C=CCc1cccc(CNc2nc3ccccc3n2C(C)C)c1O
 : 12% | 9% | 6% | 21% | 8 | 1% | -27% | -20% | 24%

(more compounds)
item	canonical_smiles	G9a inh	BAZ2B inh	GLS inhibitor	RGS4 inhibitor	PI4K2A inh
16	CCCNC(=O)C(Cc1ccc(I)cc1)NC(=O)c1ccc2ccccc2n1 (configuration not stated)	5%[0.501 µM]	2%	4%	24%	-6
17	O=C(Nc1cccc(-c2cn3c(n2)SCC3)c1)c1ccc2c(c1)OCO2	45µM*	?	1%	-18%	7
18	Cc1cc(C)nc(NC(=NCCc2c[nH]c3ccccc23)NC(=O)Nc2ccc(Cl)c(Cl)c2)n1	4%[59 µM]	-6%	0%	-10%	0
19	O=c1cc(N2CCc3ccccc3C2)[nH]c(=O)n1C1CCCCC1	16%	6%	12%	21%	-7
20	c1ccc(-c2nnc3nc(N4CCCCC4)nc(N4CCCCC4)n23)cc1	·	·	1%	-8%	0
21	Cc1cc(C)c(NC(=O)c2ccc[n+](Cc3ccc([N+](=O)[O-])cc3)c2)c(C)c1	-9%[59 µM]	2%	5%	8%	6
22	CC[N+](CC)(CC=C(C)C)CC(=O)OC	-20%	-15%	4%	9%	-1
23	Cc1ccnc2nc(C(=O)OC(C)C(=O)NCc3ccccc3)nn12 (configuration not stated)	-13%[2.33 µM]	11%	0%	-1%	-3
24	O=C(Nc1ccc2nc3n(c(=O)c2c1)CCCCC3)c1cccc(C(F)(F)F)c1	-22%[59 µM]	-3%	4%	16%	-1
25	COc1cnn(-c2ccc(C)cc2)c(=O)c1Br	7%	-39%	-5%	-1%	4
26	COCc1cc(=O)[nH]c(/N=C(\N)Nc2ccc(Oc3ccccc3)cc2)n1	5%[59 µM]	-24%	3%	12%	3
27	CC(C)C1(C(C)C)OC(=O)c2ccccc21	16%[59 µM]	-5%	1%	3%	-1
28	COc1ccc(OC)c(NC(=O)CCCN2C(=S)NC(C)(C)CC2C)c1 (configuration not stated)	-3%[59 µM]	-6%	5%	-7%	-5
29	CC(C)CN(CCNC(=O)CN1C(=O)COc2ccc(S(=O)(=O)N3CCC(C)CC3)cc21)CC(C)C	7%	1%	7%	6%[11.4 µM]	-1
30	O=C(C[n+]1ccccc1)N1CCCc2ccccc21	10%	-16%	-5%	10%	-1

item	ERG-DNA inh	ALOX12 inh	JMJD2A Tudor inh	HP1b binding inh
16	0%	-19%	-15%	26%
17	3%	3%	?	-31%
18	-9%	0%	-3%	22%
19	-3%	1%	-6%	9%
20	·	4%	-13%	40%[activator]
21	3%	-7%	-14%	16%
22	3%	1%	-9%	40%[activator]
23	4%	19%	-9%	32%
24	7%	-27%	-1%	30%
25	-6%	-7%	-6%	34%
26	-7%	1%	-18%	9%
27	-8%	21%	-2%	30%
28	2%	-18%	-21%	5%
29	-3%	?	-12%	66%[activator]
30	12%	-15%	16%	35%

(next part)
item	canonical_smiles	G9a inh	BAZ2B inh	GLS inhibitor	RGS4 inhibitor	PI4K2A inh
31	Cc1cccc(Cc2c(C)[nH]c(=O)c(C#N)c2C)c1	9%	89µM*	-1%	-3%	-3
32	COc1ccc(NC(=S)NCCN2CCC(C)CC2)cc1	-42%	4%	24%	-21%	1
33	CCn1ccc(C(=O)Nc2ccccc2SC)n1	-8%	0%	7%	9%	1
34	COc1ccc(NC(C)=O)cc1S(=O)(=O)N(C)Cc1c(C)nn(-c2ccccc2)c1C	7%[2.33 µM]	0%	0%	1%	3
35	O=C(NC1CCCC1)c1cc(S(=O)(=O)N2CCOCC2)c(Cl)cc1Cl	-8%[59 µM]	-1%	-7%	-45%	-6
36	CCCNC(=O)c1ccc(N2CCC3(CC2)CC(c2ccccc2)=NO3)c(NC(=O)c2cccc(C)c2)c1	?	-8%[57.1 µM]	3%	10%	-5
37	Cc1cc(C)cc(OCCSc2nc3ccc(NC(=O)COc4ccccc4)cc3s2)c1	8%[59 µM]	-8%	-1%	12%	1
38	CC(C)Cc1nnc(NC(=O)c2ccc([N+](=O)[O-])cc2)s1	1%	-19%	-2%	-15%	4
39	CCN1CCN(c2cc(C)c3cc(NC(=S)NCCCN4CCc5ccccc5C4)ccc3n2)CC1	32µM*	?	-8%	-32%	2
40	CCOc1ccc(NC(=O)CN(C)C(=O)c2cc(-c3ccncc3)nc3ccccc23)cc1OCC	?	-24%	-3%	?	8

item	ERG-DNA inh	ALOX12 inh	JMJD2A Tudor inh	HP1b binding inh
31	10%	1%	-4%	44%[activator]
32	36%[activator]	-16%	-1%	66%[activator]
33	4%	1%	-6%	39%
34	9%	5%	-18%	20%
35	-6%	1%	-15%	23%
36	1%	5%	-25%	27%
37	-3%	-29%	-11%	44%[activator]
38	11%	8%	-12%	50%[activator]
39	20%	0%	?	-12%
40	16%	?	-7%	19%

Screening data as filed in PubChem.

An excerpt. The share of hits here may be higher or lower than overall.
